GAA inhib – inhibitors of human lysosomal alpha-glucosidase; purified human GAA, 4-MU-alpha-glucoside fluorescence; Potency, µM (top dose mostly 76.9 µM), for inactives: at the highest dose activity change, negative = inhibition, hits mostly inhibitors; P10253; hit rate 0.005% among 200,000;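 also: plate controls were uninhibited enzyme wells for no effect and no-enzyme background for full effect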
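Read-out is 4-methylumbelliferone fluorescence (Ex 365/Em 440 nm) after NaOH/glycine stop at pH 10. Enzyme 4 nM, substrate 400 uM, pH 5.0 citrate buffer, 20 min room temperature; AC50 from Hill-equation concentration-response.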
aGal spleen mod – inhibits or activates alpha-galactosidase in human spleen homogenate; human spleen homogenate, 4MU-alpha-Gal fluorescence, 40 min; P06280; Potency, µM (highest dose often 80 µM), for the others: top-dose activity change, negative = inhibition, hits mostly inhibitors; AID 2107; hit rate 0.008% among 240,000;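 also: 0% = enzyme with vehicle and -100% = no enzyme basal signal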
Target sequence (P06280 32-429 limits assumed): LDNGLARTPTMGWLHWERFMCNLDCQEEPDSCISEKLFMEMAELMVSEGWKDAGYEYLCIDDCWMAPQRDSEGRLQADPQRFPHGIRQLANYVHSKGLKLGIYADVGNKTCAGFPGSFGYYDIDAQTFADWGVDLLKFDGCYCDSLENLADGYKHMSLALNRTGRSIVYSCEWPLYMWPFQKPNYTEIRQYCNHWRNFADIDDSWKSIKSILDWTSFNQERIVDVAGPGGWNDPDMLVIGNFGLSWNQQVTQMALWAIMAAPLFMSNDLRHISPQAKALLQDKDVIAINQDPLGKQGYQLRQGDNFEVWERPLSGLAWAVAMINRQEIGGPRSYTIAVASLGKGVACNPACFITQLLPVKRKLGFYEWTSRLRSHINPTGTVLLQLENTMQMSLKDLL
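Human spleen homogenate (1 ug) as enzyme source, 4-methylumbelliferyl-alpha-D-galactopyranoside 1 mM final, citrate/phosphate pH 5.0 with 0.01% Tween-20. Compounds 40 min at 37C, NaOH/glycine stop; fluorescence Ex 365/Em 440, Hill-fit AC50.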
Tau fibril FP – inhibitors of human tau fibril formation; K18 P301L tau heparin fibrillization, Alexa594 FP, 6 h; P10636; Potency, µM (titrated, usually from 57.7 µM), for the others: top-dose activity, negative = inhibition, most hits filed as inhibitors; hit rate 0.39% among 280,000; also: % is scaled to controls: 0 for no effect and ±100 for the full control effect; nearly all actives have a fitted effect of over 55% in size
Target sequence (P10636 561-689 P618L limits assumed): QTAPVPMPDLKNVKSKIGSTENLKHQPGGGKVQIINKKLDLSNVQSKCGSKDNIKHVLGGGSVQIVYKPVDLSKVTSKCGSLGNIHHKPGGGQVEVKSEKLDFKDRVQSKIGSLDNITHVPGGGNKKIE
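Compound effects on tau fibrillization are measured by Alexa 594 fluorescence polarization (ex 555, em 632 nm). K18 P301L tau is used at 15 uM with 0.24 uM labeled tracer, and 20 uM heparin induces aggregation over 6 hr at 37 C.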
Tau fluor cs – counter-screen for tau fibril formation inhibitors; tau K18 P301L Alexa594 fluorescence, heparin fibrillization; AID 1463; hit rate 0.93% among 280,000; Potency, µM (highest dose often 57.7 µM), for the others: at the top dose activity change, negative = decrease; also: % is scaled to controls: 0 for no effect and ±100 for the full control effect; nearly all actives have a fitted effect of over 55% in size
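Human K18 P301L tau (15 uM unlabeled plus 0.24 uM Alexa 594-labeled, final) in 100 mM sodium acetate pH 7 was mixed with compound and 20 uM heparin and incubated 6 hr at 37 C.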
GAA spleen mod – inhibitors or activators of human alpha-glucosidase in spleen homogenate. hit rate 0.006% among 240,000. Potency, µM (doses to about 79.9 µM), for inactives: top-dose activity change, negative = inhibition, actives largely listed as inhibitors. human spleen homogenate, 4-MU-alpha-glucoside fluorescence. P10253;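 also: 0% = enzyme with vehicle and -100% = no enzyme basal signal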
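Enzyme source: human spleen homogenate, 1 ug/well. Buffer 50 mM citric acid/K phosphate pH 5.0, 0.01% Tween-20. 4-MU-alpha-glucoside 1 mM; 37 C x 40 min; NaOH/glycine stop; fluorescence.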
GAA glycogen mod – GAA glycogen-cleavage inhibition or activation; hit rate 0.38% among 300,000; P10253; AID 2100; Potency, µM (top dose mostly 76.4 µM), for inactives: top-dose activity change, negative = inhibition, usual class: inhibitors; recombinant GAA, glycogen substrate, Amplex Red glucose oxidase fluorescence;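 also: 0% = full enzyme reaction and -100% = no-enzyme basal signal; the screen sought inhibitors and activators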
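Recombinant human enzyme (4 nM); glycogen substrate; 37 C, 40 min, pH 5.0. Readout: coupled glucose oxidase/Amplex Red fluorescence.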
Tau fibril ThT – tau fibrillization inhibition (ThT binding). recombinant tau K18 P301L (four-repeat tau fragment), heparin-induced fibrillization, ThT fluorescence. Potency, µM (highest dose often 57.4 µM), without a hit: at the highest dose activity, negative = inhibition, hits mostly inhibitors. hit rate 2.1% among 270,000. AID 1460; also: % is scaled to controls: 0 for no effect and ±100 for the full control effect; nearly all actives have a fitted effect of over 55% in size
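Heparin-induced (20 uM) aggregation of recombinant human K18 P301L tau, 15 uM unlabeled with 0.24 uM labeled, pH 7 acetate buffer, 6 hr at 37 C with compound. Fibrils quantified by 30 uM ThT fluorescence after 1 hr ambient incubation.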
HTT cytoprotect – cytoprotection in Huntington HTT-Q103 PC12 cell model | PC12 HTT-Q103 induced, cytoprotection, ATP luminescence, 40 h | Potency, µM (highest dose often 56.4 µM), for inactives: cytoprotection (ATP increase), most hits filed as activators | hit rate 0.14% among 230,000 | AID 1471;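 also: % of control where 0% means no effect; nearly all actives have a fitted effect of over 45% in size; toxic huntingtin expression switched on by the ecdysone agonist tebufenozide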
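Huntington model: PC12 line, ecdysone-inducible HTTQ103 exon1–GFP, tebufenozide 100 nM. Test articles in a dose series. Endpoint luminescence from cellular ATP.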
* hit, by the source's call; u = inconclusive; x = no result given; [ ] = another dose, or the depositor's remark. Calls follow the shape of the dose curve; as a rule, active = well fitted curve in the direction sought with a large enough effect; inconclusive = small, poorly fitted or top-dose-only effect, or another doubt; inactive = no such curve, though single readings can be large; an effect the other way counts as inactive or inconclusive. Potency is read from the fitted curve at half-maximal effect.

Compound	GAA glycogen mod	GAA inhib	HTT cytoprotect	Tau fibril ThT	GAA spleen mod	Tau fluor cs	Tau fibril FP	aGal spleen mod
O=C(Nc1cccc(C(=O)O)c1)/C(=C\c1ccc2c(c1)OCO2)NC(=O)c1ccccc1	2%	2%	-47%[inhibitor]	-3%	-3%	-1%	6%	-3%
Cn1nnnc1SCC(=O)NC(C)(C)C	1%	8%	-26%	-7%	-2%	-5%	-3%	6%
Cc1cc(C(=O)NC2=NCCS2)c2ccccc2n1	8%	2%	-8%	-13%	-6%	-11%	-1%	-5%
O=C(NNC(=S)NCc1ccccc1)c1ccc(OC(F)F)cc1	-15%	-3%	x	0%	4%	-2%	10%	-10%
COCCOC(=O)c1[nH]c2c(c1C)C(=O)CC(c1cc(OC)ccc1OC)C2 (stereo not drawn)	5%	3%	0%[10 µM]	-4%	4%	0%	3%	3%
COC(=O)c1cc(NC(=O)c2nn(C)c3c2COc2ccccc2-3)cc(C(=O)OC)c1	9%[76.3 µM]	x	x	-10%	x	1%	5%	x
COCCN1CC(O)=C(c2nc3ccccc3c(=O)[nH]2)C1=N	2%	-2%	6%[10 µM]	-5%	4%	-6%	-3%	8%
COCCN1C(=O)c2oc3ccccc3c(=O)c2C1c1cccc(O)c1 (stereo not drawn)	13%	u	0%	-7%	-6%	0%	-8%	-4%
O=C(Oc1coc(CSc2nnc(NC(=O)c3cccs3)s2)cc1=O)c1ccccc1	7%	5%	5%[10 µM]	u	0%	-9%	6%	-5%
COc1cccc(/C=N/Nc2ncc(C(F)(F)F)cc2Cl)c1O	-14%	-1%	-83%[inhibitor][10 µM]	u	-1%	u	-2%	-3%
O=C(Nc1ccc2c(c1)OCO2)N1CCCc2ccccc21	-29%	x	29%[10 µM]	-12%	1%	-10%	-1%	6%
COCCOC(=O)c1c(NC(=O)CSc2cccc[n+]2[O-])sc(C(N)=O)c1C	2%	-1%	-37%	-3%	3%	-1%	8%	0%
Cc1ccccc1C(=O)c1cccn1CC(=O)NCc1cccc(Cl)c1	13%[76.3 µM]	x	x	4%	x	-7%	0%	x
Nn1c(SCC(=O)NC2CCCc3ccccc32)nnc1-c1ccc(Cl)cc1Cl (stereo not drawn)	0%	3%	-7%[10 µM]	-8%	7%	-6%	5%	5%
CCCn1c(SCC(=O)N2CCN(c3ccccc3)CC2)nc2ccccc2c1=O	0%	u	16%	-16%	-4%	-11%	2%	0%
Cn1cccc1Cc1nnc(SCC(=O)Nc2cccc(F)c2)n1CCc1ccccc1	5%	-5%	0%	-12%	-4%	-27%	-2%	-1%
COCCCNC(=O)C1CC(=O)N(CCc2ccc(OC)c(OC)c2)C1 (stereo not drawn)	-1%	4%	11%	-2%	-9%	3%	-2%	-6%
CC(=O)NC1C(OCc2cccc(Br)c2)OC(COC(C)=O)C(OC(C)=O)C1OC(C)=O (stereo not drawn)	6%	3%	-6%	-4%	3%	-3%	-3%	-17%
O=C(Nc1ccc(S(=O)(=O)NCc2cccnc2)cc1)c1ccco1	6%	2%	-2%	-7%	2%	-8%	-5%	6%
C=CCn1c(O)c(N=NC(=O)CNC(=O)c2cccs2)c2ccccc21	-8%	u	-5%[10 µM]	u	5%	-2%	-7%	-12%
Cc1nn(C)cc1CN(C)S(=O)(=O)c1cccc([N+](=O)[O-])c1	-19%	12%	-15%[10 µM]	-6%	3%	-7%	u	1%
O=C(CCCc1ccccc1)NCc1ccc(F)cc1	-1%	5%	x	-5%	-23%	-2%	-9%	-3%
Cc1ccc(Nc2nc(CSc3nnc(-c4ccc(F)cc4)n3C)cs2)cc1	u	-11%	-31%[10 µM]	u	-2%	u	0%	0%
C=CCSc1nnc2c(n1)OC(C)=Nc1ccc(Br)cc1-2	-3%	0%	-4%	-1%	-22%	9%	7%	7%
Cc1c(C(=O)Nc2cccc(Cl)c2)oc2ccc(S(=O)(=O)N3CCC4(CC3)OCCO4)cc12	11%	-10%	-62%[inhibitor]	-11%	-6%	-23%	u	-3%
C=CCOc1ccc(-c2n[nH]c(=S)o2)cc1	11%	2%	-8%[10 µM]	u	0%	-9%	9%	3%
Cc1oc(C(=O)O)cc1COc1ccc2c3c(c(=O)oc2c1C)CCCC3	8%	-5%	0%[10 µM]	u	1%	2%	9%	7%
CC1(C)CC(=O)c2cc(OCC(=O)N3CCN(c4ccccc4F)CC3)ccc2O1	2%	7%	10%[10 µM]	-14%	4%	-12%	-18%	4%
Cc1cccc(NC(=O)CSc2nnc(CN3CCOCC3)n2C)c1C	-11%	7%	x	-5%	-1%	0%	-4%	1%
CCOC(=O)N1CCC(NC(=O)Cc2cn(C)c3ccccc23)CC1	6%	-5%	17%	-9%	-10%	-2%	6%	6%
CCCNC(=O)CCn1c(-c2ccc(C)cc2)cc(C(=O)OCC)c1C	-1%	-4%	-12%	-14%	-7%	-21%	12%	-10%
CCc1ccc(NC(=O)CS(=O)CC(=O)Nc2ccc(F)cc2F)cc1 (stereo not drawn)	1%	1%	31%	-5%	-5%	-2%	4%	-14%
Clc1cccc(Cl)c1Cn1cnc2c(NCc3ccco3)ncnc21	2%	-4%	-86%[inhibitor][10 µM]	-3%	-1%	-4%	0%	1%
COc1ccc(CNC(=O)C/C(C)=N/NC(=O)COc2cccc(C)c2)cc1	-9%	-2%	-7%	-13%	x	-9%	u	-4%
COc1ccc(-c2nc(NC(=O)C3CCN(c4nc5ccccc5o4)CC3)sc2C)cc1	-23%	-4%	2%[10 µM]	u	8%	-25%	10%	9%
O=C(CSc1ncnc2c1sc1ccccc12)Nc1ccc(Br)cc1	-1%	2%	20%[10 µM]	-24%	6%	-23%	-16%	9%
O=C(NNC(=O)c1cccnc1)Nc1ccccc1	-20%	4%	-11%	16%	3%	5%	-7%	4%
O=C(CCc1nnc(Cc2ccc3c(c2)OCO3)o1)NCc1nc2ccccc2s1	-1%	10%	-14%[10 µM]	-8%	-2%	-11%	-2%	-1%
CCCn1c(=O)c(C)cn2nc(N)nc12	x	x	6%	-4%	7%	-2%	-2%	11%
CN1CCC(OC(=O)COc2ccc(Cl)cc2Cl)CC1	2%	3%	-44%[inhibitor]	-6%	2%	-10%	-7%	2%
O=C1CCC([N+](=O)[O-])C(c2cc3c(cc2Cl)OCO3)N1 (stereo not drawn)	7%	9%	17%[10 µM]	-6%	0%	-3%	2%	3%
CCCCN(CCCNC(=O)CN1C(=O)COc2ccccc21)c1ccccc1	-12%	u	-4%[10 µM]	u	-5%	-23%	11%	2%
O=C(NC1CCN(C(=O)Nc2ccccc2)CC1)C1CCCCC1	14%	-6%	-17%[10 µM]	-1%	-7%	4%	-2%	-15%
S=c1nc(-c2ccccc2)n(CCN2CCOCC2)c2c1CCCC2	-10%	-5%	0%[0.074 µM]	5%	1%	-4%	-10%	2%
Cc1cc(C(=O)N/N=C/c2ccc[nH]2)n[nH]1	-4%	-1%	-1%[10 µM]	-6%	-4%	1%	-3%	4%
CC(=O)Nc1ccc(Nc2nc(Cl)nc(Nc3ccc(NC(C)=O)cc3)n2)cc1	-7%	13%	22%[10 µM]	-14%	2%	-11%	-6%	3%
CN(Cc1ccccc1)C(NC(=O)c1ccccc1)C(Cl)(Cl)Cl (stereo not drawn)	0%	-5%	-10%	-14%	-8%	-18%	5%	11%
NCCC[C@@H](CC(=O)N[C@@H]1CCCC[C@H]1C(=O)N[C@H](CC(=O)N[C@@H](CCC(=O)O)CC(=O)O)Cc1ccccc1)NC(=O)C[C@H](Cc1ccccc1)NC(=O)[C@@H]1CCCC[C@H]1N	x	x	-18%[1.9 µM]	-1%	1%	-1%	-3%	-9%
CCOC(=O)Cc1[nH]nc2c1C(C1C=CCCC1)C(C#N)=C(N)O2 (stereo not drawn)	2%	u	2%	u	-4%	-24%	1%	-3%
CCOC(=O)c1ccc(N2C(=O)c3n[nH]c(-c4ccco4)c3C2c2ccc([N+](=O)[O-])cc2)cc1 (stereo not drawn)	-2%	-11%	12%[10 µM]	-6%	-2%	u	1%	6%
CC(C)c1onc(C(=O)NC(C)c2ccccc2)c1[N+](=O)[O-] (stereo not drawn)	9%	0%	-41%[inhibitor]	u	4%	-29%	-10%	9%
COc1cccc(C2C3=C(CCCC3=O)NC3=C2C(=O)c2ccccc23)c1 (stereo not drawn)	3%	14%	30%[10 µM]	8%	-1%	8%	6%	2%
CCOC(=O)c1sc(N)c(C(=O)OCC)c1COC(=O)C1CC(=O)N(Cc2ccco2)C1 (stereo not drawn)	-5%	-12%	-2%[10 µM]	-12%	-15%	-11%	3%	13%
Cc1ccc(NC(=O)Cn2nc(C)c3ccccc3c2=O)c(C)c1	6%	9%	1%	-1%	10%	5%	9%	11%
COc1cc(/C=N/NC(=O)c2nonc2C)ccc1O	u	u	-57%	-9%	-2%	4%	8%	-6%

Given with two lines to a compound: entries from further up
Second line of a record: GAA glycogen mod, GAA inhib, HTT cytoprotect, Tau fibril ThT, GAA spleen mod, Tau fluor cs, Tau fibril FP, aGal spleen mod
- O=C(NNC(=O)c1cccnc1)Nc1ccccc1
    -20%, 4%, -11%, 16%, 3%, 5%, -7%, 4%
- O=C(CCc1nnc(Cc2ccc3c(c2)OCO3)o1)NCc1nc2ccccc2s1
    -1%, 10%, -14%[10 µM], -8%, -2%, -11%, -2%, -1%
- CCCn1c(=O)c(C)cn2nc(N)nc12
    x, x, 6%, -4%, 7%, -2%, -2%, 11%
- CN1CCC(OC(=O)COc2ccc(Cl)cc2Cl)CC1
    2%, 3%, -44%[inhibitor], -6%, 2%, -10%, -7%, 2%
